Source: PubChem BioAssay
Rab9 prom act: activators of Rab9 promoter | Huh7 Rab9 promoter-luciferase reporter, luminescence, 24 h | 2.8% of 320,000 active | Potency, µM (doses to about 9.22 µM), for inactives: at the highest dose activation, negative = inhibition, hits mostly activators; also: potency is read from the fitted curve at half-maximal effect; % of control where 0% means no effect; nearly all actives have a fitted effect of over 60% in size
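Huh7 cells stably carrying Rab9 promoter–luciferase reporter, plated 1500 cells/well, compound added after 2 h and incubated 24 h at 37 °C; luciferase luminescence then read after 10 min with detection reagent.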
ELG1 genotoxic: inducers of genotoxicity in HEK293T ELG1-luciferase cells; 1.3% of 330,000 active; Potency, µM (titrated, usually from 46 µM), for the others: at the highest dose activity change, positive = activation, usual class: activators; HEK293T ELG1-luciferase reporter, luminescence, 16 h; also: potency is read from the fitted curve at half-maximal effect; % of control where 0% means no effect; nearly all actives have a fitted effect of over 60% in size
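Cells (2,000/well) expressing the ELG1-luciferase fusion are dosed by pin tool and kept 16 hr at 37 °C, 5% CO2. Signal comes from ONE-Glo luciferase reagent after 30 min at room temperature.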
RORg inh: ROR gamma (mouse) transcription inhibition; P51450; Drosophila S2 Gal4-RORgamma UAS-luciferase reporter, 20 h; Potency, µM (series often up to 53.6 µM), without a hit: top-dose activity change, negative = inhibition, usual class: inhibitors; 5.4% of 310,000 active; AID 2551; also: potency is read from the fitted curve at half-maximal effect; % is scaled to controls: 0 for no effect and ±100 for the full control effect; nearly all actives have a fitted effect of over 60% in size
Target sequence (P51450 whole entry, looked up, the tested form may be a part): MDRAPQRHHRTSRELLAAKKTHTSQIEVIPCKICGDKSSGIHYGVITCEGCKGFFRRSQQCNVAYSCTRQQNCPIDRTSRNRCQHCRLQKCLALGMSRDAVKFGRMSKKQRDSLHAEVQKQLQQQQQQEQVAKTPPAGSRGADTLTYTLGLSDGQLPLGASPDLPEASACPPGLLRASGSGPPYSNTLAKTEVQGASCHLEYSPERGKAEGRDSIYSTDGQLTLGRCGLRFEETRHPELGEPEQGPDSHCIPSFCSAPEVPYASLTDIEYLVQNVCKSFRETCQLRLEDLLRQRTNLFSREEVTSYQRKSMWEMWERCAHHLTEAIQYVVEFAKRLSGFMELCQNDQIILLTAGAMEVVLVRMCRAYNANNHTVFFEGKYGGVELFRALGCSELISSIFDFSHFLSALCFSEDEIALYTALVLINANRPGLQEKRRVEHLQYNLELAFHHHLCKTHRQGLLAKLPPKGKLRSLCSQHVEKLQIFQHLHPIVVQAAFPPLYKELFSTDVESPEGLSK
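Drosophila S2 cells stably expressing Gal4-DBD/mouse RORγ fusion under metallothionein promoter plus UAS-luciferase; compound 1 h, then 700 uM CuSO4 induction for 20 h at ambient temperature; inhibition read as reduced luminescence.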
Gal4-VP16 FLuc: inhibits Gal4-VP16 luciferase reporter, ROR gamma counter-screen; Drosophila S2 Gal4-VP16 UAS-luciferase, luminescence, 20 h; Potency, µM (highest dose often 53.6 µM), for the others: at the highest dose activity, negative = inhibition, hits mostly inhibitors; 3.5% of 310,000 active; AID 2546;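 also: Gal4-VP16 expression switched on by copper sulfate through the metallothionein promoter; potency is read from the fitted curve at half-maximal effect; % is scaled to controls: 0 for no effect and ±100 for the full control effect; nearly all actives have a fitted effect of over 50% in size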
NPC1 prom act: NPC1 promoter activation. AID 485313. Huh7 NPC1 promoter luciferase reporter, 24 h. Potency, µM (titrated, usually from 9.22 µM), without a hit: top-dose activation, actives largely listed as activators. 2.4% of 320,000 active;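 also: potency is read from the fitted curve at half-maximal effect; % of control where 0% means no effect; nearly all actives have a fitted effect of over 60% in size; reporter is driven by a mutant NPC1 promoter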
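Luciferase expression driven by the NPC1 promoter was measured in stably transfected Huh7 cells after a 24 h compound incubation, using a luciferase reagent and a luminescence read.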
uPA generation: inhibitors of cell surface uPA generation; AID 540303; Potency, µM (titrated, usually from 38.3 µM), inactives show at the highest dose activity change, negative = inhibition, most hits filed as inhibitors; 0.31% of 330,000 active; cell surface uPA generation assay, qHTS; active = well fitted inhibition curve with a large enough effect; inconclusive = small, poorly fitted or top-dose-only effect; inactive = no such curve, though single readings can be large or run the other way; tested in mouse RAW 264.7 cells; also: potency is read from the fitted curve at half-maximal effect; % is scaled to controls: 0 for no effect and ±100 for the full control effect; nearly all actives have a fitted effect of over 55% in size
Tb PFK block: blocks T. brucei phosphofructokinase. AID 485367. O15648. T. brucei PFK, ADP-Glo luminescence. 0.17% of 330,000 active. Potency, µM (titrated, usually from 57.5 µM), for the others: top-dose activity, negative = inhibition, most hits filed as inhibitors;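 also: potency is read from the fitted curve at half-maximal effect; 0% = uninhibited 1x PFK enzyme wells and -100% = no-enzyme wells; nearly all actives have a fitted effect of over 60% in size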
Target sequence (O15648 whole entry, looked up): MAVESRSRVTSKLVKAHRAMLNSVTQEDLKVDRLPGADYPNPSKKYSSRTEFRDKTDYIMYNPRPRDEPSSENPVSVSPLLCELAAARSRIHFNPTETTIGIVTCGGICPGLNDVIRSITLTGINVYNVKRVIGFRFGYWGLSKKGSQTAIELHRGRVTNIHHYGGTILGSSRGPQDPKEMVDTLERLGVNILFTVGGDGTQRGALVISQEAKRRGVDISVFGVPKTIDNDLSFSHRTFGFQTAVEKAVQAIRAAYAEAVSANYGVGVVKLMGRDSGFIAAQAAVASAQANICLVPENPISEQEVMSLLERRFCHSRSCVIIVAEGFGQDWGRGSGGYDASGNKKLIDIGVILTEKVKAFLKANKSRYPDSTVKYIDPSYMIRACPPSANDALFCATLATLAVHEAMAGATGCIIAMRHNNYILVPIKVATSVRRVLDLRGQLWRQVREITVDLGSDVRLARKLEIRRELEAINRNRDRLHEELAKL
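Luminescent ADP detection (ADP-Glo, two-step: ATP depletion then ADP-to-ATP conversion for luciferase) reported PFK activity after 45 min room-temperature reaction of 1.25 nM enzyme with 0.5 mM F6P and 0.1 mM ATP at pH 8.0.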
FBPA coupling cs: coupling enzyme interference in Giardia aldolase counter-screen | coupling enzyme system counterscreen, AmpLite Red fluorescence | activity change, negative = inhibition, % at 58.2 µM, hits read low | 0.67% of 290,000 active; in the data active = activity change below about -30%; also: % is scaled to controls: 0 for no effect and ±100 for the full control effect
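Coupling enzymes only (glyceraldehyde-3-phosphate) + compound, at 57.5 uM final, 10 min RT; add substrate/coupling/AmpLite Red mix, 20 min RT; fluorescence ex 525/em 598 nm. Actives flag coupling-system interference.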
KCNH2 3.1 inh: inhibitors of human KCNH2 3.1 potassium channel isoform | U2OS KCNH2 3.1, thallium flux FluxOr; hits give low values | activity change, % (tested at about 1.8 µM) | 0.95% of 340,000 active | AID 720553;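 active = maximum activity change below -70%; inconclusive = maximum activity change from -70% to -50%; inactive = maximum activity change above -50%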;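 also: thallium influx rate constant from kinetic fluorescence after stimulation buffer; % is scaled to controls: 0 for no effect and ±100 for the full control effect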
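Normalized rate constant (relative to positive and negative DMSO controls) derived from a 2 min kinetic fluorescence read after stimulation; U2OS cells expressing the 3.1 isoform via virus at 1.77 x 10^8 /mL.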
FLuc counter: firefly luciferase modulation, counter-screen for miR-21 project; 6.9% of 360,000 active; AID 588342; purified FLuc, Km substrates, luminescence inhibition; Potency, µM (top dose mostly 57.5 µM), without a hit: top-dose activity change, negative = inhibition, hits mostly inhibitors;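 also: potency is read from the fitted curve at half-maximal effect; plate controls were vehicle for no effect and reference inhibitor for full effect; nearly all actives have a fitted effect of over 55% in size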
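Biochemical qHTS of compounds, final roughly 60 µM downward over six points, against 10 nM purified firefly luciferase using Km concentrations of substrates (10 uM D-luciferin, 10 uM ATP) in Tris acetate pH 7.5 buffer; luminescence output.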
Giardia killer: Giardia lamblia killing | AID 540267 | 0.15% of 340,000 active | Giardia lamblia trophozoite viability | activity change, % at 7.66 µM, hits read low; in the data active = activity change below about -80%; inconclusive = between about -30% and that limit;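 also: parasites exposed to compound for two days anaerobically before the ATP read; % is scaled to controls: 0 for no effect and ±100 for the full control effect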
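Viability, read as ATP luminescence: trophozoites at 100 cells/well, compound added, 48 hrs anaerobic at 37 deg C, then 15-30 min room-temperature development before reading.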
* = called active by the depositor; ? = inconclusive; . = not tested or not shown; [ ] = another dose, or the depositor's remark. Unless noted, calls follow the shape of the dose curve; as a rule, active = well fitted curve in the direction sought with a large enough effect; inconclusive = small, poorly fitted or top-dose-only effect, or another doubt; inactive = no such curve, though single readings can be large; an effect the other way counts as inactive or inconclusive.

SMILES	Rab9 prom act	ELG1 genotoxic	RORg inh	Gal4-VP16 FLuc	NPC1 prom act	uPA generation	Tb PFK block	FBPA coupling cs	KCNH2 3.1 inh	FLuc counter	Giardia killer
COC(=O)Cn1c(C)nc2c(sc3nc(C)cc(C)c32)c1=O	?	16µM*	7%	-16%	?	-5%	5%	2	3	12µM*	-11
Cc1cccc(/C=C(\C#N)C(=O)Nc2ccccn2)c1	1%	2%	13%	-10%	-1%	5%	19%	3	13	?	2
O=c1c(Cc2ccc(Cl)cc2Cl)c(O)ccn1Cc1ccncc1	-3%	2%	15%	4%	-2%	1%	2%	5	-14	-1%	2
CN1C(=O)CC(Sc2ncccc2C(=O)O)C1=O (stereo not given)	-4%	3%	-2%	-3%	-3%	0%	0%	-2	-1	0%	8
CCc1nnc(NC(=O)c2ccc(S(=O)(=O)NC3CCCCC3)cc2)s1	-6%	-2%	2%	0%[0.365 µM]	1%	1%	4%	4	7	-3%	-15
CC12CCC(C(=Nc3ccc(N=C4C(=O)C5(C)CCC4C5(C)C)cc3)C1=O)C2(C)C	6%	1%	16%	-1%	-2%	-14%	4%	-10	-8	4%	-2
N#Cc1cccc(NC(=O)Cn2cnc(S(=O)(=O)N3CCCCC3)c2)c1	-8%	-2%[9.26 µM]	3%	-7%	-1%	0%	-6%	2	-10	-1%	6
Cc1cccc(NC(=O)CCS(=O)(=O)c2cccc3nonc23)c1C	-1%	?	-4%	-10%	-5%	7%	-7%	-1	-10	0%	-23
O=C(CCl)Nc1cccc(CP(=O)(c2ccccc2)c2ccccc2)c1	-9%	-23%	?	?	-21%	-7%	1%	-2	8	3%	12
COCCNC(=O)CSc1ccccc1C(=O)NC1CCSc2ccccc21 (stereo not given)	4%	2%	-5%	-16%	-2%	0%	-4%	2	0	-16%	-7
CNc1snc(C)c1C(=O)OC(C)C(=O)Nc1cccc(OC)c1 (stereo not given)	-2%	-4%	.	.	-5%	3%	-1%	.	28	.	-1
NS(=O)(=O)c1ccc2ccccc2c1	-5%	0%	1%	-5%	0%	3%	-2%	2	-4	0%	9

A section from further up, as a working copy:
SMILES	Rab9 prom act	ELG1 genotoxic	RORg inh	Gal4-VP16 FLuc	NPC1 prom act	uPA generation	Tb PFK block	FBPA coupling cs	KCNH2 3.1 inh	FLuc counter	Giardia killer
CC12CCC(C(=Nc3ccc(N=C4C(=O)C5(C)CCC4C5(C)C)cc3)C1=O)C2(C)C	6%	1%	16%	-1%	-2%	-14%	4%	-10	-8	4%	-2
N#Cc1cccc(NC(=O)Cn2cnc(S(=O)(=O)N3CCCCC3)c2)c1	-8%	-2%[9.26 µM]	3%	-7%	-1%	0%	-6%	2	-10	-1%	6
Cc1cccc(NC(=O)CCS(=O)(=O)c2cccc3nonc23)c1C	-1%	?	-4%	-10%	-5%	7%	-7%	-1	-10	0%	-23
O=C(CCl)Nc1cccc(CP(=O)(c2ccccc2)c2ccccc2)c1	-9%	-23%	?	?	-21%	-7%	1%	-2	8	3%	12
COCCNC(=O)CSc1ccccc1C(=O)NC1CCSc2ccccc21 (stereo not given)	4%	2%	-5%	-16%	-2%	0%	-4%	2	0	-16%	-7
CNc1snc(C)c1C(=O)OC(C)C(=O)Nc1cccc(OC)c1 (stereo not given)	-2%	-4%	.	.	-5%	3%	-1%	.	28	.	-1
NS(=O)(=O)c1ccc2ccccc2c1	-5%	0%	1%	-5%	0%	3%	-2%	2	-4	0%	9

Next part.
SMILES	Rab9 prom act	ELG1 genotoxic	RORg inh	Gal4-VP16 FLuc	NPC1 prom act	uPA generation	Tb PFK block	FBPA coupling cs	KCNH2 3.1 inh	FLuc counter	Giardia killer
Cc1cc(C)n(-c2cc(N3CCN(C(=O)c4cccc(Br)c4)CC3)ccc2[N+](=O)[O-])n1	-5%	-6%	?	-8%	-1%	-8%	2%	0	-11	0%	3
COc1cccc(NC(=O)C(Sc2nc3ccccc3c(=O)n2CC(C)C)c2ccccc2)c1 (stereo not given)	-5%	-3%	?	2%	0%	6%	-3%	-1	2	-1%	-13
O=C(NCC1CCCO1)C1CC(=O)N(C2CCCCCC2)C1 (stereo not given)	4%	0%	-3%	-4%	-5%	4%	-3%	1	5	2%	-10
CC(C)Oc1ccc(CC2CC(=O)NC2=O)cc1 (stereo not given)	16%	0%	32%	19%	4%	5%	-3%	5	6	0%	-1
COc1cc(S(=O)(=O)N2CCC(N3CCCCC3)CC2)ccc1-n1cnnn1	-2%	-1%	6%[0.365 µM]	.	0%	10%	-11%	-1	-3	-2%	23
Cc1ccc(/C=N/NC(=O)c2cc(-c3ccncc3)nc3ccccc23)o1	-12%	?	.	.	-22%	-13%	-4%	0	3	?	-16
O=C(COC(=O)CNC(=O)c1cccc([N+](=O)[O-])c1)Nc1nc2ccccc2s1	8%	4%	11%	30%	7%	-1%	5%	11	9	-14%	0
Cc1ccc(NC(=O)Cn2nnc(C(=O)NCc3cccs3)c2N)cc1F	-1%	9%	-5%	6%	?	-1%	-1%	-1	1	2%	-12
C=CCNC(=O)CSc1ccc(Cl)cc1	-4%	?	41%	19%	-4%	-4%	-4%	-1	-7	2%	-21
CC1CCN(C(=O)COC(=O)c2ccccc2NC(=O)c2ccco2)CC1	?	8%	2%	1%	25%	-10%	-9%	2	-13	?	10
CCOc1cc(/C=N/NC(=O)c2nn(C)cc2Br)ccc1OCc1ccccc1Cl	-1%	-14%	35%	4%	-1%	-6%	4%	-2	-13	?	-4
CCOc1ccc(C(=O)Cn2cnc3ccccc3c2=O)cc1	?	?	5%	3%	?	-4%	0%	0	-24	?	?
COCCCn1c(-c2ccco2)nc2ccccc2c1=O	-2%	1%	1%	4%	-3%	-6%	-1%	0	3	-2%	-15
COc1cccc(NC(=O)c2nn(C)c(C(=O)Nc3cccc(OC)c3)c2[N+](=O)[O-])c1	-2%	1%	12%	-9%	0%	4%	-10%	-5	-3	-2%	26
COc1ccc(C(CNC(=O)c2cc(S(=O)(=O)N3CCCC3)ccc2Cl)N2CCCC2)cc1 (stereo not given)	-2%	1%	.	.	1%	-2%	-1%	.	1	-3%	6
COc1cc(CN2CCC(Cc3ccccc3)CC2)cc([N+](=O)[O-])c1O	8%	-8%	?	4%	-2%	3%	3%	-1	1	3%	-21
O=C(/C=C/c1ccccc1)c1c[nH]c2ccccc12	0.35µM*	?	?	?	0.63µM*	?	0%	-1	2	0.19µM*	-14
COc1ccc2oc(C(=O)OCC(=O)N(Cc3ccccc3)C(C)(C)C)c(C)c2c1	8%	-12%	-3%	1%	-3%	3%	-13%	.	7	-1%	-10
CC(=O)CSc1ncnc2sc3c(c12)CCC3	-2%	2%	-22%	-13%	-2%	5%	-4%	0	11	-3%	-8
Cc1ccc(CNC(=O)c2cc(-c3cc(C)cc(C)c3O)n[nH]2)cc1	1%	-8%	3%	-7%	2%	-7%	1%	-3	15	4%	5
CCOC(=O)[C@H]1[C@H]2COc3cc(OC)ccc3[C@@H]2N2C(=O)N(c3ccc(Cl)cc3)C(=O)[C@@]12C	-3%	-3%	20%	5%	-4%	-12%	1%	-1	.	1%	-14
O=S1(=O)NC(=NCC(c2ccco2)N2CCCCC2)c2ccccc21 (stereo not given)	1%	-4%	23%	-5%	-2%	?	1%	0	4	0%	1
CCc1ccc2[nH]c(O)c(N=NC3=NC(=O)CS3)c2c1	0%	2%	-20%	11%	0%	5%	2%	1	8	0%	22
CN(C)CCCN(C(=O)CCS(=O)(=O)c1ccccc1)c1nc2cc3c(cc2s1)OCO3	1%	-9%	11µM*	16µM*	-1%	-13%	-1%	.	-15	0%	-9
Cc1ccc(C(=O)NC(C(=O)NC2CCCC2)c2ccccc2)cc1 (stereo not given)	2%	-1%	-33%	-6%	-4%	1%	-4%	-1	19	1%	-4
CCOc1ccc(NC(=O)c2ccco2)cc1S(=O)(=O)N1CCCC1	-7%	0%	.	.	-2%	0%	0%	.	0	3%	30
CCOc1ccc(C(=O)NCC(=O)N2CCC3CCCCC3C2)cc1OCC (stereo not given)	2%	-3%	3%	-11%	0%	0%	1%	2	9	0%	9
